BAZ2B block: inhibitors of human BAZ2B bromodomain. Q9UIF8. AlphaScreen BAZ2B-H3K14Ac peptide displacement. Potency, µM (titrated, usually from 114 µM), without a hit: at the top dose activity change, negative = inhibition, most hits filed as inhibitors. 360,000 tested, 4.4% active. AID 504333; also: % is scaled to controls: 0 for no effect and ±100 for the full control effect; nearly all actives have a fitted effect of over 60% in size
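AlphaScreen displacement of biotin-H3(5-23)K14Ac peptide (50 nM final) from BAZ2B (50 nM final) in PBS pH 7.4, 0.01% Tween-20; complex preformed 30 min RT, then compounds (top 110 uM) 30 min RT, beads 20 min dark.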
G9a inh: inhibitors of human histone lysine methyltransferase G9a | Q96KQ7 | G9a H3K9 monomethylation, AlphaScreen, 2 h | Potency, µM (series often up to 102 µM), without a hit: at the top dose activity, negative = inhibition, usual class: inhibitors | 350,000 tested, 8.8% active | AID 504332; also: % is scaled to controls: 0 for no effect and ±100 for the full control effect; nearly all actives have a fitted effect of over 75% in size
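Enzyme 20 nM + cpd, 15 min RT; add b-H3K9 pep 500 nM / SAM 20 uM; 2 h RT; anti-H3K9me1 Ab 0.5 ug/mL + SA donor / anti-rabbit acceptor beads 20 ug/mL each, 10 min; AlphaScreen read.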
JMJD2A Tudor inh: blocks the human JMJD2A Tudor domain; AlphaScreen JMJD2A-Tudor / H3K4me3 peptide binding; Potency, µM (top dose mostly 114 µM), for the others: top-dose activity change, negative = inhibition, hits mostly inhibitors; 390,000 tested, 4.4% active; also: % is scaled to controls: 0 for no effect and ±100 for the full control effect; nearly all actives have a fitted effect of over 50% in size
Pol iota inh: inhibitors of human DNA polymerase iota. Q9UNA4. Pol iota fluorescent replication assay, 10 min. Potency, µM (series often up to 115 µM), inactives show at the highest dose activity, negative = inhibition, usual class: inhibitors. 390,000 tested, 1% active. AID 588590
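Fluorescent replication assay read twice, at 0 min and 10 min after adding 50 nM (final) substrate. Enzyme (10 nM) and compounds were first incubated 15 min at room temperature; enzyme-free buffer wells were negative controls.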
GLS inhibitor: blocks human kidney-isoform glutaminase activity; 410,000 tested, 0.21% active; GLS enzymatic activity, qHTS titration; Potency, µM (titrated, usually from 45.5 µM), without a hit: top-dose activity change, negative = inhibition, usual class: inhibitors; AID 624170; O94925; also: % is scaled to controls: 0 for no effect and ±100 for the full control effect
Target sequence (O94925 whole entry, looked up, canonical isoform): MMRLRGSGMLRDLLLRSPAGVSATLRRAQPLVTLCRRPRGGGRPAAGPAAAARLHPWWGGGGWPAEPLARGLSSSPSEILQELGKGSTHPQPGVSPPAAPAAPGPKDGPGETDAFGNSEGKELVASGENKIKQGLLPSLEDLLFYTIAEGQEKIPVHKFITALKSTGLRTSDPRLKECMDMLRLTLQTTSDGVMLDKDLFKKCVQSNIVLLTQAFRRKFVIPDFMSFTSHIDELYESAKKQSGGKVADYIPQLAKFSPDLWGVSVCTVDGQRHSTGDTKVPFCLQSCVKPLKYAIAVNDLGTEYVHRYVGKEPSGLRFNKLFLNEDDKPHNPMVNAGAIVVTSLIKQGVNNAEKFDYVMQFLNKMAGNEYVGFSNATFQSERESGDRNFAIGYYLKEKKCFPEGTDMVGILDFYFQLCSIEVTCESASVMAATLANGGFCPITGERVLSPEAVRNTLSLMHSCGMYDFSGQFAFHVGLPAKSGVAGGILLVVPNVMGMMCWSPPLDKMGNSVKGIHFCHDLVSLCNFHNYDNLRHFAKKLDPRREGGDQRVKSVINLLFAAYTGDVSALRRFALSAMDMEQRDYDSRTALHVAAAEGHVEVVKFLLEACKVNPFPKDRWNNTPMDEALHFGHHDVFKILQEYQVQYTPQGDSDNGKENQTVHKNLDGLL
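Assay buffer: 45 mM KH2PO4 pH 8.2, 0.02% Tween-20. hKGA acts on L-glutamine (1 mM solution added); product glutamate is reported by an oxidase/peroxidase Amplex Red coupling, with fluorescence taken at baseline and 30 min.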
BLM helicase inh: Bloom syndrome helicase (human) inhibition; P54132; recombinant BLM DNA unwinding, fluorescence dequenching; Potency, µM (doses to about 56.1 µM), inactives show at the highest dose activity change, negative = inhibition, usual class: inhibitors; 350,000 tested, 0.2% active; AID 2528;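 also: plate controls were vehicle for no effect and no enzyme for full effect; nearly all actives have a fitted effect of over 35% in size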
Pin1 inhibitor: inhibitors of human Pin1. Potency, µM (doses to about 115 µM), without a hit: at the highest dose activity, negative = inhibition, actives largely listed as inhibitors. 390,000 tested, 0.009% active. Q13526. Pin1 FP peptide displacement, HiFluor488, 10 min. AID 504891; active = well fitted inhibition curve with a large enough effect in the polarisation, with a control signal flat, not every such curve was filed as active; inconclusive = small, poorly fitted or top-dose-only effect, or effect the other way, or a change in a side signal; inactive = no such curve, though single readings can be large or run the other way; the % refers to the polarisation; also: % is scaled to controls: 0 for no effect and ±100 for the full control effect
Tb PGK inh: inhibitors of T. brucei phosphoglycerate kinase. P07378. PGK/GAPDH coupled, Kinase-Glo luminescence, 60 min. Potency, µM (top dose mostly 57.5 µM), for inactives: at the highest dose activity change, negative = inhibition, usual class: inhibitors. 380,000 tested, 0.043% active; also: % is scaled to controls: 0 for no effect and ±100 for the full control effect; nearly all actives have a fitted effect of over 60% in size
Target sequence (P07378 whole entry, looked up): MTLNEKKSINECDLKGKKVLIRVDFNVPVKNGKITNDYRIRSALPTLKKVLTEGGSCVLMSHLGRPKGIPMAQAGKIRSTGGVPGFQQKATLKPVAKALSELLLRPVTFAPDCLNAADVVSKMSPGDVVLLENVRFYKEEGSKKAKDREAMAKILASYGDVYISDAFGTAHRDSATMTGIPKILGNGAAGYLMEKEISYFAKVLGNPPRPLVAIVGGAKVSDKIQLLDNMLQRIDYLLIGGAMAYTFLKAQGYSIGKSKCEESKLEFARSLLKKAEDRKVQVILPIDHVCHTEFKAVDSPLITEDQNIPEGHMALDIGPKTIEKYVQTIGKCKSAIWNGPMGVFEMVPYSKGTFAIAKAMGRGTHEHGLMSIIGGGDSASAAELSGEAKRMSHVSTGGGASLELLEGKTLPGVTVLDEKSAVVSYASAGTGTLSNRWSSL
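Luminescent ATP detection (Kinase-Glo Plus) follows a 60-minute room-temperature incubation, with wells lacking PGK as controls. Buffer: 100 mM TEA (pH 7.6), 5 mM MgCl2, 0.01% Tween-20. Coupling enzyme GAPDH (100 nM final) supplies unstable 1,3-BPG in-well.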
HP1b chromo inh: inhibitors of HP1-beta chromodomain binding to methylated histone tails; AlphaScreen HP1-beta / biotin-H3K9me3 peptide binding; P83916; 390,000 tested, 0.56% active; Potency, µM (titrated, usually from 114 µM), inactives show at the top dose activity change, negative = inhibition, most hits filed as inhibitors; also: nearly all actives have a fitted effect of over 70% in size; inactives centre near 23
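Compound inhibition of the preformed complex between 50 nM HP1-beta and 50 nM biotinylated H3K9me3 peptide was read by AlphaScreen. Buffer was PBS pH 7.4 with 0.01% Tween-20. Incubations ran 30 min at room temperature, with 10 ug/mL donor/acceptor beads.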
The depositor's hits bear a star; i = inactive; ? = inconclusive; / = no result given; [ ] = remark or other dose. Unless noted, calls follow the shape of the dose curve; as a rule, active = well fitted curve in the direction sought with a large enough effect; inconclusive = small, poorly fitted or top-dose-only effect, or another doubt; inactive = no such curve, though single readings can be large; an effect the other way counts as inactive or inconclusive. Potency is read from the fitted curve at half-maximal effect. Only part of the results is shown. The share of hits here may be higher or lower than overall.

SMILES | BAZ2B block | G9a inh | JMJD2A Tudor inh | Pol iota inh | GLS inhibitor | BLM helicase inh | Pin1 inhibitor | Tb PGK inh | HP1b chromo inh
Cc1nnc(SCc2nnc(-c3cccs3)o2)n1Cc1ccccc1 | 9.1% | -44.5% | -2.9% | 143.5%[activator] | 2.0% | 8.0% | -0.8% | 7.5% | 19.9%
Cc1cc2[nH]ncc2cc1NC(=S)NC(=O)c1ccccc1 | -31.9% | 12.2%[59 µM] | -24.1% | -7.4% | 2.3% | 0.8% | 4.1% | -12.0% | 5.2%
COC(=O)CSc1nnc(CNC(=O)c2cccs2)n1-c1cc(OC)ccc1OC | -4.2% | 1.6% | -9.9% | -0.7%[58.9 µM] | 0.0% | 3.9% | -7.4% | i | 4.1%
NC(=O)C1CCN(CCC(=O)Nc2ccc(F)c(F)c2)CC1 | -5.0% | / | -3.4% | 93.4%[activator] | -9.6% | -4.7% | 5.6% | -3.5% | 18.4%
COc1ccc(C2=NS(=O)(=O)N(C)C(C(=O)N3CCC(C(N)=O)CC3)=C2)cc1 | 1.1% | / | 3.4% | 7.4% | -4.9% | -0.6% | 3.6% | 10.2% | 14.2%
CCCn1c(NC(=O)c2cccc(C)c2C)nc2ccccc21 | 11.2% | -0.6% | 12.6% | -2.6% | 3.0% | -6.1% | 3.4% | -8.5% | 45.9%[activator]
c1ccc(Nc2nc(-c3ccncc3)nc3ccccc23)cc1 | 1.0% | -9.7%[59 µM] | -9.7% | 2.2% | -6.5% | -1.7% | 15.9% | i | 47.1%[activator]
O=C(N/N=C/c1cccnc1)c1cccc(Cl)c1 | 3.8% | 50.2% | -9.9% | 29.4% | 1.1% | -3.5% | 3.7% | -3.1% | 34.2%
COc1ccc(Nc2nnc(SCC(=O)NC3CC3)s2)cc1 | -5.7% | -15.3%[12.7 µM] | -15.8% | 12.8% | 10.3% | / | 4.1% | -1.3% | 27.7%
CC(=O)c1cccc(-c2ccc(CN3C(CC(C)C)C(=O)N(Cc4cn(CC5CCCCC5)nn4)CCS3(=O)=O)cc2)c1 (centres undefined) | / | / | -15.2% | 45.8%[activator] | -2.4% | / | 1.2% | i | 38.0%
O=C1CC(N2CCN(c3ccccc3)CC2)C(=O)N1CCc1ccccc1 (centres undefined) | / | 17.8%[59 µM] | -16.9% | 0.2% | 22.1% | -1.1% | 1.5% | -0.4% | 23.1%
COc1ccccc1C(=O)NCCNC(=O)c1ccc(C)nc1 | 5.6% | 14.9% | -11.7% | 19.8% | -11.0% | 0.2% | 5.9% | i | 31.2%
Cc1cc(C(=O)N/N=C2\CC(=O)c3ccccc32)c(C)n1-c1ccccc1 | ? | -0.5%[12.7 µM] | -31.7% | 30.2%[activator] | -0.2% | -18.6% | -3.3% | -6.0% | 19.0%
O=C(N[C@H]1/C=C\[C@@H](O)CCCC1)OCc1ccccc1 | / | / | -4.8% | 23.2% | 2.2% | / | 5.6% | i | 38.6%
CN(C)S(=O)(=O)c1ccc(S(=O)(=O)N(Cc2ccco2)Cc2ccccc2Cl)cc1 | -6.1% | 6.4%[12.7 µM] | -9.2% | -1.3% | -6.0% | -3.4% | 1.2% | / | 7.1%
CC1(C)CC(=O)C2=C(C1)N(c1ccc(F)cc1)C(N)=C(C#N)C2c1cccs1 (centres undefined) | -38.6% | 25.3%[0.501 µM] | -18.4% | 9.1% | -4.0% | -8.9% | 13.3% | i | 37.9%[activator]
CC(C)(C)NC(=O)NC(=O)CN1C(=O)NC(c2ccccc2)(c2ccccc2)C1=O | -11.2% | -24.1% | -16.4% | -15.4% | -3.8% | -9.5% | 1.8% | -5.0% | 4.1%
Cc1ccc(-c2csc(/C=C3\SC(C)C(=O)N3CC(=O)Nc3ccccc3F)n2)cc1 (centres undefined) | -0.7% | 1.7%[12.7 µM] | -3.9% | 20.5% | -1.5% | -3.7% | 14.8% | 1.1% | 26.3%
CN1c2ccccc2Oc2nnc(N3CCN(Cc4ccccc4)CC3)cc21 | -23.8% | -35.3% | -7.0% | 21.5% | ? | -6.8% | 2.9% | -2.8% | 30.6%
Cn1ncc(Cl)c1C(=O)N1CCN(S(=O)(=O)c2ccc(Cl)s2)CC1 | -10.8% | -8.1% | -2.2% | 5.9% | 0.8% | -4.4% | -0.3% | -4.9% | 21.7%
CC(=O)CSc1ncnc2c1oc1ccccc12 | 1.9% | 8.0% | -5.0% | -14.7% | 3.9% | 3.0% | 1.5% | -6.3% | 45.8%[activator]
Cc1ccc(S(=O)(=O)N(C)c2ccc(C(=O)NCc3ccccc3F)cc2)cc1 | -1.3% | 50.1µM* | -3.7% | 15.0% | -7.9% | / | 2.0% | i | 25.3%
COc1ccc(OCCOC(=O)CN2C(=O)NC3(CCCC3)C2=O)cc1 | 45.5%[activator] | 71.6%[activator][2.33 µM] | -12.2% | 1.2% | 6.2% | / | 3.8% | -3.6% | 29.9%
CCc1nnnn1-c1ccc([N+](=O)[O-])cc1C | -12.4% | 5.6% | -26.1% | 68.8%[activator] | 13.0% | 0.6% | -12.1% | -0.1% | -12.2%
CNc1ccccc(-c2ccc3cc4c(cc3n2)OCO4)c1=O | 4.0% | -8.4%[59 µM] | -17.1% | ? | 9.0% | ? | ? | -2.5% | 11.3%

Remaining list, next part
SMILES | BAZ2B block | G9a inh | JMJD2A Tudor inh | Pol iota inh | GLS inhibitor | BLM helicase inh | Pin1 inhibitor | Tb PGK inh | HP1b chromo inh
O=C(CN1CCN(c2ccc(F)cc2)CC1)c1cccs1 | -23.9% | 15.8µM* | -28.0% | ? | 0.4% | -2.5% | 5.3% | -4.6% | 13.5%
Cc1coc2c1c(C)cc1oc(=O)c(CC(=O)N[C@@H](C)C(=O)O)c(C)c12 | -14.8% | 2.4% | -7.1% | -10.1% | 0.9% | 1.1% | -0.5% | -6.8% | 33.7%
O=C(c1n[nH]c(=O)c2ccccc12)N1CCOCC1 | -29.6% | -33.5% | -9.5% | -4.5% | -1.4% | 4.2% | -7.0% | -2.7% | 29.8%
O=C(NCC1CCCO1)c1c(O)nc2sccn2c1=O (centres undefined) | 9.2% | -37.1% | -19.0% | 42.0%[activator] | -1.6% | / | -3.9% | -7.2% | -24.5%
COc1ccc(CCNC(=O)C(=O)NCC(c2ccco2)S(=O)(=O)c2ccc(F)cc2)cc1 (centres undefined) | 3.6% | -5.4%[59 µM] | 6.5% | 14.7% | 3.4% | -0.6% | 11.5% | 1.1% | 22.7%
O=C(Nc1ccc(N2CCOCC2)c(S(=O)(=O)Nc2ccccc2Cl)c1)c1ccccc1 | -0.4% | 28.3%[12.7 µM] | -13.6% | 18.6% | 16.2% | / | 6.4% | -1.6% | 10.9%
Cc1ccc(OCCC(=O)OCC(=O)Nc2ccc3[nH]c(=O)[nH]c3c2)cc1 | -30.2% | ? | 0.7% | 84.2%[activator] | -11.0% | / | 11.3% | -2.1% | 47.1%[activator]
O=C(c1ccc(Cl)c([N+](=O)[O-])c1)N(Cc1cccc(Cl)c1)C1CCS(=O)(=O)C1 (centres undefined) | ? | 30.3%[59 µM] | -24.0% | 25.4% | -1.5% | -14.0% | 13.5% | -4.6% | 21.5%
O=C(c1cscn1)N1CCCC(N2CCN(c3ccc(F)cc3)CC2)C1 (centres undefined) | -3.8% | 39.4% | -11.8% | 6.2% | 1.9% | -2.9% | -2.0% | 0.7% | 38.1%
Cc1cc(S(=O)(=O)Nc2ccc3cn[nH]c3c2)c(C)cc1Cl | ? | -47.5% | -19.3% | 23.8% | 1.4% | -4.8% | 2.2% | -7.3% | 18.3%
CCCC(=O)CN1C(=O)C2(OCCO2)c2ccccc21 | -0.6% | -1.6%[59 µM] | -9.5% | 15.3% | -8.6% | -4.1% | -3.9% | -10.4% | 21.3%
NC(=O)c1oc2ccccc2c1NC(=O)C1CCCCC1 | 12.9% | -36.2% | -19.9% | 3.8% | -0.4% | -1.1% | -2.4% | i | 29.5%
Cc1cc(C)nc(NC(=O)c2ccc(Cl)cc2[N+](=O)[O-])c1 | -1.5% | 30.6%[59 µM] | -0.7%[57.1 µM] | 7.8% | 4.8% | -0.1% | -2.2% | -3.3% | 21.2%
COc1ccc(OC)c(C(=O)CSc2nc3cccnc3n2C)c1 | 10.5% | -27.5%[12.7 µM] | -9.3% | 1.3% | 2.5% | 1.8% | 0.9% | 6.5% | 42.2%[activator]
CNc1c([N+](=O)[O-])cnn1-c1ccccc1Cl | 12.5% | -6.2%[59 µM] | -10.8% | 20.1% | 1.4% | -0.5% | -6.5% | -2.0% | 5.7%
CC1CC(C)(C)NC(=S)N1CCC(=O)NCc1ccc(F)cc1 (centres undefined) | -3.4% | 39.8µM* | -6.6% | 168.6%[activator] | 2.5% | -5.7% | -2.3% | -0.4% | 20.4%
COc1ccc(C2=NCCn3nc4cc(OC)ccc4c32)cc1 | -11.8% | -9.6%[2.33 µM] | -33.3% | 17.7% | -1.2% | / | 3.4% | -0.3% | 11.5%
COCCNC(=S)N(CCN(C)C)Cc1cc2cc3c(cc2[nH]c1=O)OCO3 | 7.5% | 6.2%[0.501 µM] | -17.3% | 20.5% | 0.2% | -10.9% | -8.6% | -3.0% | 40.6%[activator]
CCOC(=O)c1cnc2ccccc2c1Nc1ccc(C(=O)O)cc1 | -29.8% | ? | -7.8% | 18.4% | -4.1% | 0.9% | -1.8% | -1.6% | 37.1%[activator]
CCOC(=O)c1c(C)c(C(=O)NCCOC)c(C)n1CC | 6.1% | 10.5%[59 µM] | -10.8% | 24.2% | -3.5% | 2.1% | 0.5% | -0.7% | -7.6%

Two entries from above, in CSV form:
molecule,BAZ2B block,G9a inh,JMJD2A Tudor inh,Pol iota inh,GLS inhibitor,BLM helicase inh,Pin1 inhibitor,Tb PGK inh,HP1b chromo inh
CC(=O)c1cccc(-c2ccc(CN3C(CC(C)C)C(=O)N(Cc4cn(CC5CCCCC5)nn4)CCS3(=O)=O)cc2)c1 (centres undefined),/,/,-15.2%,45.8%[activator],-2.4%,/,1.2%,i,38.0%
O=C1CC(N2CCN(c3ccccc3)CC2)C(=O)N1CCc1ccccc1 (centres undefined),/,17.8%[59 µM],-16.9%,0.2%,22.1%,-1.1%,1.5%,-0.4%,23.1%
